# Peg3 prom inh – reduces Peg3 promoter-driven luciferase expression in HeLa. HeLa PEG-Prom luciferase reporter, luminescence, overnight. inhibition, % at 20 µM. 360,000 compounds, 1.7% hits;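 active = inhibition of at least 50% at 20 µM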
# PDI turbidity – blocks human protein disulfide isomerase activity. P07237. 350,000 compounds, 0.052% hits. PDI insulin aggregation turbidity, A650, 90 min. inhibition, % at 10 µM;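 active = mean inhibition across replicates of 30% or more, whatever share of single replicates reach that level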;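 also: absorbance from insulin aggregation driven by PDI reduction with DTT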
# MITF TRPM1 inh – reduces MITF-dependent TRPM1 promoter luciferase signal; 330,000 compounds, 0.83% hits; SK-MEL-5 TRPM1 promoter luciferase, 24 h; inhibition, % at 12.5 µM; AID 488899;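 active = mean inhibition across replicates of 60% or more, whatever share of single replicates reaches that level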; also: values of inactives mirror those of a sister screen read the other way
# Exocytosis inh – lytic granule exocytosis inhibition | TALL-104 LAMP-1 surface exposure, flow cytometry; cells stimulated with thapsigargin and PMA | inhibition, % at 10 µM | 360,000 compounds, 0.66% hits | AID 651702;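 active = inhibition above about 55%, limit read from the data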
# Vif imaging – inhibitors of HIV Vif; HEK293T cells, Vif self-association by quenched fluorescence, imaging, 24 h; inhibition, % at 7.49 µM; 340,000 compounds, 0.35% hits; AID 602346; in the data active = inhibition above about 50%, passing the limit was not always enough; also: some results filed as inactive read as strong as hits
# HIF-2a block – blocks HIF-2a reporter activity | 786-0 RCC cells HIF-2a reporter, luciferase luminescence, overnight | inhibition, % at 18.8 µM | 360,000 compounds, 0.72% hits;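 active = inhibition of the luminescence signal of 40% or more relative to plate controls, in a single-dose primary screen at 18.75 µM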
# hiPSC survival – increases survival of single human iPS cells; 360,000 compounds, 0.044% hits; survival enhancement, % at 20 µM; AID 602274; hiPSC single-cell survival, ATPlite luminescence; 100% = ROCK inhibitor wells, 0% = DMSO; in the data active = survival enhancement above about 18%;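 also: cells exposed to compounds for 16 hours before the ATP read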
# NR2E3 ag-1 – activates human NR2E3 receptor. Q9Y5X4. CHO-S Gal4-NCOR/VP16-NR2E3 two-hybrid, luciferase. inhibition of corepressor binding, % at 3.98 µM. 360,000 compounds, 0.35% hits. AID 602229;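 active = inhibition above the mean of all tested compounds plus 3 SD, cut at about 70% in these data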;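 also: 0% = DMSO with NR2E3 transfected cells and 100% = cells lacking NR2E3 construct; higher means lower luciferase signal from less NR2E3 corepressor binding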
# Target sequence (Q9Y5X4 whole entry, looked up, the tested form may be a part): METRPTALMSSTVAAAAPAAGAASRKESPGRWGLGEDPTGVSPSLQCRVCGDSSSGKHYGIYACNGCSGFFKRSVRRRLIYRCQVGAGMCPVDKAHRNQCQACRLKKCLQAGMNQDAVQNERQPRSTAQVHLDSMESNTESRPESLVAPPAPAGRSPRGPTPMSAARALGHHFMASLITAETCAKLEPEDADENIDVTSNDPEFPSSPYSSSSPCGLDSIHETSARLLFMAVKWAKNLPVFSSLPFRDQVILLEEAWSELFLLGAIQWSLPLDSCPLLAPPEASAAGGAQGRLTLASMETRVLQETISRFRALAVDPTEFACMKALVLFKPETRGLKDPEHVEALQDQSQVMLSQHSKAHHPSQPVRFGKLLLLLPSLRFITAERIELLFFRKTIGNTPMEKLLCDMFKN
# aDG glyco up – increases alpha dystroglycan glycosylation | activation, % at 10 µM | AID 624168 | 360,000 compounds, 0.22% hits | Pro5-aDG cells, alpha-DG glycosylation AlphaScreen (IIH6); 0% Pro5, 100% B10-LARGE cell signal;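 active = activation of at least 8% versus controls, or a plate z-score of at least 8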;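 also: Pro5 are CHO cells carrying HIG-tagged alpha-DG that lacks glycosylation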
# NR2E3 ag-2 – activates human photoreceptor nuclear receptor NR2E3; inhibition of corepressor binding, % at 4.78 µM; GST-NR2E3/biotin-RetCOR TR-FRET, 1536-well; 320,000 compounds, 0.12% hits; AID 2300; Q9Y5X4;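 active = percent inhibition above the cutoff of mean plus 3 SD of all tested compounds, set per screening campaign, cut at about 20% in these data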;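 also: 0% = DMSO wells and 100% = biotin wells as full block of FRET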
#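 Material: NR2E3–RetCOR corepressor complex / Incubation: Compound–protein incubation for 5 h at 4 °C / Dosing: compound at 4.8 µM, single dose / Detection: time-resolved FRET / Benchmarks: high control biotin, low control 0.6% DMSO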
# CaV13 FRET inh – Disruptors of the CACNA1D IQ motif to Ca2+-dependent inactivation inhibitor domain association, primary screening, Förster resonance energy transfer in intact living …; HEK cells, CFP/YFP FRET ICDI-IQ, plate reader, 10 min; percent FRET-ratio fall versus neutral wells; inhibition, % at 12.3 µM; 340,000 compounds, 0.098% hits;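 active = mean replicate inhibition of at least 30% and at least 1% of replicates passing that level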;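 also: 0% = median of the neutral control wells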
# * hit, by the source's call; nt = no result given.
# Key to letters – A = Peg3 prom inh; B = PDI turbidity; C = MITF TRPM1 inh; D = Exocytosis inh; E = Vif imaging; F = HIF-2a block; G = hiPSC survival; H = NR2E3 ag-1; I = aDG glyco up; J = NR2E3 ag-2; K = CaV13 FRET inh
CC(NC(=O)COC(=O)/C=C/c1cccc(F)c1)c1ccccc1 (configuration not stated)
  A: -7; B: 8; C: -6; D: 5; E: -14; F: 8; G: 1.9; H: -7; I: 0.0; J: nt; K: -3

CC(N=C1NS(=O)(=O)c2ccccc21)C(=O)NCc1ccncc1 (configuration not stated)
  A: 5; B: -1; C: -5; D: 5; E: -17; F: 10; G: 1.0; H: 9; I: 0.3; J: nt; K: -4

COc1cc2c(=O)n(C)c3ccccc3c2cc1OC
  A: 1; B: -4; C: nt; D: -4; E: -3; F: 1; G: 0.9; H: -11; I: 0.0; J: nt; K: -16

CCCSc1nc(N2CCOCC2)c2c(c1C#N)CCCC2
  A: 34; B: 11; C: -6; D: 5; E: 0; F: 30; G: 0.6; H: -19; I: -0.3; J: 2; K: -5

Cc1cccnc1NC(=O)CCc1nnc2ccc(N3CCC4(CC3)OCCO4)nn12
  A: 4; B: 8; C: -3; D: -1; E: 9; F: 3; G: -0.4; H: -23; I: 3.7; J: 1; K: -4

Cc1ccc(F)c(S(=O)(=O)NC(=O)C2(C)CCN2C(=O)CC2CCCCC2)c1 (configuration not stated)
  A: -16; B: -16; C: nt; D: -2; E: nt; F: 2; G: 3.8; H: -4; I: -0.2; J: nt; K: -6

CC(=O)C1C(c2cccc([N+](=O)[O-])c2)C2C(C)=NN=C2CC1(C)O (configuration not stated)
  A: -3; B: -1; C: 1; D: -3; E: -7; F: 10; G: 2.0; H: -30; I: 0.3; J: -2; K: -4

CCC(=O)c1ccc(N2CCN(C(=O)COc3ccccc3F)CC2)c(F)c1
  A: 19; B: 2; C: -2; D: 2; E: -12; F: -9; G: 0.2; H: -13; I: 2.8; J: 5; K: 9

Cc1ccc(NC(=O)C(C)N2C(=O)C3C4CC(C(Br)C4Br)C3C2=O)cc1 (configuration not stated)
  A: 8; B: -5; C: -1; D: 3; E: -11; F: 25; G: 1.9; H: -4; I: 0.2; J: 4; K: -6

CCOc1cc(/C=C2\SC(=S)N(NC(=O)c3cccnc3)C2=O)ccc1O
  A: 10; B: 7; C: 0; D: -5; E: 8; F: 14; G: -1.0; H: -17; I: -0.1; J: -6; K: -8

COc1ccc(CCNC(=O)Nc2ccc3c(c2)OCO3)cc1OC
  A: -16; B: -1; C: -11; D: 0; E: -1; F: -5; G: 1.0; H: -24; I: -0.1; J: -2; K: 7

Cc1cccc(-c2c(NC(=O)c3ccco3)oc3c(C)cccc3c2=O)c1
  A: 9; B: -1; C: -4; D: 25; E: -8; F: 8; G: -0.1; H: -33; I: 0.1; J: 1; K: -3

COc1cccc(C(=O)NCCN2CCC(n3c(=O)[nH]c4ccccc43)CC2)c1
  A: nt; B: nt; C: nt; D: 5; E: nt; F: -3; G: -0.8; H: -34; I: -0.3; J: nt; K: -9

c1ccc(COc2ncnc3c2ncn3CCCNCc2ccc3c(c2)OCO3)cc1
  A: -20; B: 8; C: -8; D: 4; E: -4; F: -9; G: -3.2; H: 7; I: 0.0; J: nt; K: -3

COc1cccc(N=Nc2c(N)[nH][nH]c2=O)c1
  A: -66; B: 3; C: -29; D: 2; E: 2; F: -129; G: -2.2; H: -67; I: -0.1; J: -12; K: -3

CCc1ccccc1NC(=O)CSc1nnc([C@@H](N)Cc2ccccc2)o1
  A: -5; B: 1; C: -12; D: 14; E: -14; F: 10; G: 1.7; H: 8; I: 0.1; J: 4; K: -6

Cn1ccsc1=NC(=O)c1ccc(Cl)c([N+](=O)[O-])c1
  A: -147; B: -2; C: -59; D: 1; E: 0; F: -113; G: 1.4; H: -20; I: 0.2; J: 2; K: -7

COc1ccc(C2Nc3cccc(O)c3C(=O)N2Cc2ccccc2)cc1COc1ccc(NC(C)=O)cc1 (configuration not stated)
  A: 5; B: -13; C: nt; D: 5; E: 6; F: 13; G: -3.3; H: -42; I: -0.3; J: nt; K: -5

CCOc1cc(NC(=O)C2CC2)c(OCC)cc1NC(=O)c1cccc(F)c1
  A: 4; B: 4; C: 7; D: 2; E: -6; F: 12; G: -0.4; H: -17; I: 0.0; J: 4; K: -4

OC(COc1ccc(Cl)cc1)CN1C2=NCCCN2c2ccccc21 (configuration not stated)
  A: 8; B: -2; C: -24; D: 6; E: 9; F: 15; G: 0.2; H: 7; I: 1.3; J: -3; K: -1

COc1ccc(-n2c(-c3ccccc3)c[n+]3c2CCC3)cc1
  A: -2; B: 4; C: 44; D: -7; E: -1; F: 16; G: -0.8; H: 5; I: 0.2; J: 1; K: 4

CNc1ccc(/C=C(\CCC(=O)O)c2nc3ccccc3s2)cc1[N+](=O)[O-]
  A: -14; B: -6; C: -7; D: 0; E: 8; F: -28; G: 2.8; H: -25; I: 0.1; J: -3; K: -18

O=C(NC1CCCC1)C1CC1c1ccccc1 (configuration not stated)
  A: 10; B: 3; C: -4; D: 2; E: nt; F: -5; G: -1.1; H: 2; I: -0.2; J: 5; K: -6

Cc1cccc(NC(=S)NCC(c2ccccc2)N(C)C)c1 (configuration not stated)
  A: 5; B: -1; C: 1; D: -1; E: 18; F: -2; G: 0.0; H: -14; I: 0.5; J: -1; K: -7

# By substructure: those above containing an aryl thioether with sulfur outside any ring
# Key to letters – A = Peg3 prom inh; B = PDI turbidity; C = MITF TRPM1 inh; D = Exocytosis inh; E = Vif imaging; F = HIF-2a block; G = hiPSC survival; H = NR2E3 ag-1; I = aDG glyco up; J = NR2E3 ag-2; K = CaV13 FRET inh
CCCSc1nc(N2CCOCC2)c2c(c1C#N)CCCC2
  A: 34; B: 11; C: -6; D: 5; E: 0; F: 30; G: 0.6; H: -19; I: -0.3; J: 2; K: -5

CCc1ccccc1NC(=O)CSc1nnc([C@@H](N)Cc2ccccc2)o1
  A: -5; B: 1; C: -12; D: 14; E: -14; F: 10; G: 1.7; H: 8; I: 0.1; J: 4; K: -6

# Of the compounds above, four have fluorine.
# Key to letters – A = Peg3 prom inh; B = PDI turbidity; C = MITF TRPM1 inh; D = Exocytosis inh; E = Vif imaging; F = HIF-2a block; G = hiPSC survival; H = NR2E3 ag-1; I = aDG glyco up; J = NR2E3 ag-2; K = CaV13 FRET inh
CC(NC(=O)COC(=O)/C=C/c1cccc(F)c1)c1ccccc1 (configuration not stated)
  A: -7; B: 8; C: -6; D: 5; E: -14; F: 8; G: 1.9; H: -7; I: 0.0; J: nt; K: -3

Cc1ccc(F)c(S(=O)(=O)NC(=O)C2(C)CCN2C(=O)CC2CCCCC2)c1 (configuration not stated)
  A: -16; B: -16; C: nt; D: -2; E: nt; F: 2; G: 3.8; H: -4; I: -0.2; J: nt; K: -6

CCC(=O)c1ccc(N2CCN(C(=O)COc3ccccc3F)CC2)c(F)c1
  A: 19; B: 2; C: -2; D: 2; E: -12; F: -9; G: 0.2; H: -13; I: 2.8; J: 5; K: 9

CCOc1cc(NC(=O)C2CC2)c(OCC)cc1NC(=O)c1cccc(F)c1
  A: 4; B: 4; C: 7; D: 2; E: -6; F: 12; G: -0.4; H: -17; I: 0.0; J: 4; K: -4

# High-throughput results deposited in PubChem by several laboratories.
